# Bioassay records (PubChem)
# BRCA1 expr up – increases BRCA1 expression; AID 624202; MCF7-BRCA1-FFLuc reporter, luminescence, 48 h; response scale: scaled: vehicle 0%, 10 µM genistein 100%; Potency, µM (series often up to 46.1 µM), for the others: at the highest dose activation, usual class: activators; 380,000 compounds, 1.1% hits; also: nearly all actives have a fitted effect of over 80% in size; some results filed as inactive show a strong effect at the top dose
#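 MCF7-BRCA1-FFLuc, 2000 cells/well; 2 h attach, 37 °C/5% CO2; compound 48 h; luciferase substrate 15 min; luminescence end-point. Norm. to genistein 10 microM max activation and DMSO; concentration-response curves fitted.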
# MBNL1 CUG block – inhibitors of human MBNL1 binding to CUG repeat RNA. Q9NR56. TR-FRET MBNL1-His/biotin-(CUG)12 binding, 665/545 ratio. Potency, µM (titrated, usually from 57.5 µM), for inactives: at the top dose activity change, negative = inhibition, actives largely listed as inhibitors. 280,000 compounds, 0.036% hits; active = well fitted inhibition curve with a large enough effect in the signal ratio, with a control signal flat, not every such curve was filed as active; inconclusive = small, poorly fitted or top-dose-only effect, or effect the other way, or a change in a side signal; inactive = no such curve, though single readings can be large or run the other way; the % refers to the signal ratio; also: % is scaled to controls: 0 for no effect and ±100 for the full control effect
# Target sequence (Q9NR56 whole entry, looked up): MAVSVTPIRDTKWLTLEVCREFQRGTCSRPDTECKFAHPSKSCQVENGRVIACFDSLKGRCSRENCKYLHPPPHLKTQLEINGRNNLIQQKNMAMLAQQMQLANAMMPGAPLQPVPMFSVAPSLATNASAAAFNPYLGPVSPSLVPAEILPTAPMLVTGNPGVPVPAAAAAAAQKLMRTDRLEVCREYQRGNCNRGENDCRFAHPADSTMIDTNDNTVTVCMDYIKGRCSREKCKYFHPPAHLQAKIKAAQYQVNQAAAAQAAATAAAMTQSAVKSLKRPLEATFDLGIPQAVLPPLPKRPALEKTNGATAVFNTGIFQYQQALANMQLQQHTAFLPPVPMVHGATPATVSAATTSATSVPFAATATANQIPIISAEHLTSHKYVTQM
#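 Compound titration spanned 92 nM–58 uM against the MBNL1-His/biotin-(CUG)12 complex. After 60 min at room temperature with 5 nM streptavidin-XL665 and 0.055 ng/ul terbium anti-His, ratiometric 665/545 nm emission (Ex 340 nm) normalized to controls.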
# CXXC DNA block – blocks binding of human MLL CXXC domain to DNA; Potency, µM (top dose mostly 115 µM), for inactives: at the highest dose activity change, negative = inhibition, hits mostly inhibitors; 290,000 compounds, 0.037% hits; MLL-CXXC / FITC-HOXA9 DNA fluorescence polarization; Q03164; AID 2662; active = well fitted inhibition curve with a large enough effect in the polarisation, with a control signal flat, not every such curve was filed as active; inconclusive = small, poorly fitted or top-dose-only effect, or effect the other way, or a change in a side signal; inactive = no such curve, though single readings can be large or run the other way; the % refers to the polarisation
#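 Steps: dispense CXXC domain solution (7 uM) → pin compounds or unlabeled HOX-A9 DNA control → 5 min ambient → add FLSN-HOX-A9 solution (50 nM) → spin → 30 min ambient → fluorescence polarization. Tris pH 7.5/NaCl/DTT/BSA buffer.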
# FLuc modulator – inhibits or activates purified firefly luciferase, miR-21 counter-screen; P08659; purified FLuc, Km substrates, luminescence inhibition; Potency, µM (titrated, usually from 57.5 µM), inactives show at the top dose activity change, negative = inhibition, usual class: inhibitors; 360,000 compounds, 6.9% hits; AID 588342;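 also: plate controls were vehicle for no effect and reference inhibitor for full effect; nearly all actives have a fitted effect of over 55% in size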
#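 Purified P. pyralis luciferase, 10 nM final, with Km-level 10 uM D-luciferin and 10 uM ATP in 50 mM Tris acetate pH 7.5, 10 mM Mg acetate, 0.01% Tween-20, 0.05% BSA; 6-point qHTS titration about 60 µM downward; luminescence read.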
# NPC1 prom act – activators of NPC1 promoter | Huh7 NPC1 promoter luciferase reporter, 24 h | Potency, µM (titrated, usually from 9.22 µM), inactives show top-dose activation, usual class: activators | 320,000 compounds, 2.4% hits;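 also: % of control where 0% means no effect; nearly all actives have a fitted effect of over 60% in size; reporter is driven by a mutant NPC1 promoter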
#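 Stably transfected Huh7 (NPC1 promoter→luciferase), 1500 cells/well in Opti-MEM + 10% FBS, 2 h settle, then compound 24 h at 37 °C. Luminescence after 10 min with Amplite reagent.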
# p53 reactivation – restores transcriptional activity of mutant p53; 320,000 compounds, 0.063% hits; H1299 p53-A138V BP100-luciferase reporter, luminescence, 24 h; Potency, µM (top dose mostly 92.2 µM), without a hit: at the top dose activity change, positive = activation, usual class: activators; AID 504706; also: % of control where 0% means no effect; nearly all actives have a fitted effect of over 45% in size
#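 H1299 (p53-null), stable ts p53-A138V + BP100-Luc; 1000 cells/well, Opti-MEM/10% FBS; cpd 4 pt, 1:5; 24 h, 37 deg C, 5% CO2; detection reagent 10 min RT; luminescence.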
# ELG1 genotox – genotoxicity induction in ELG1-luciferase HEK293T cells | AID 504466 | Potency, µM (doses to about 46 µM), inactives show at the top dose activity change, positive = activation, actives largely listed as activators | HEK293T ELG1-luciferase reporter, luminescence, 16 h | 330,000 compounds, 1.3% hits; also: % of control where 0% means no effect; nearly all actives have a fitted effect of over 60% in size
#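 DMSO vehicle served as control against compound-treated ELG1-luciferase HEK293T cells; exposure lasted 16 hr at 37 °C and 5% CO2, followed by ONE-Glo luminescence detection after 30 min.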
# RORgamma inh – blocks mouse ROR gamma transcriptional activity. P51450. 310,000 compounds, 5.4% hits. Drosophila S2 Gal4-RORgamma UAS-luciferase reporter, 20 h. Potency, µM (highest dose often 53.6 µM), without a hit: top-dose activity change, negative = inhibition, usual class: inhibitors; also: % is scaled to controls: 0 for no effect and ±100 for the full control effect; nearly all actives have a fitted effect of over 60% in size
# Target sequence (P51450 whole entry, looked up, the tested form may be a part): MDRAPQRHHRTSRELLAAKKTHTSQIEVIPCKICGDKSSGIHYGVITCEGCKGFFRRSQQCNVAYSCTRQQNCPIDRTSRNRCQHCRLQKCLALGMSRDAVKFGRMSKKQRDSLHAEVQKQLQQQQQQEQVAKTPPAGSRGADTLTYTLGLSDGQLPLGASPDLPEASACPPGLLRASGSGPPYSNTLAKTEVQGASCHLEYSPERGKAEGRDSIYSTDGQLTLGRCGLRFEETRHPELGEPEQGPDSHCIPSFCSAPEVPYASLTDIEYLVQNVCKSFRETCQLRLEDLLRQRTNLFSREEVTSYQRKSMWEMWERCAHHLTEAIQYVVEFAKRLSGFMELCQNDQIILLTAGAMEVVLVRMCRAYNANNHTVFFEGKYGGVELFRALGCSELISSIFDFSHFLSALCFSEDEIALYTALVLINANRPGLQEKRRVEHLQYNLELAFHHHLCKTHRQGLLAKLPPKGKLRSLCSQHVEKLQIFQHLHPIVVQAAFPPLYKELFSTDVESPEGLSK
#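 Luciferase reporter read in Schneider cells carrying Gal4-RORγ (mouse) and UAS-Photinus luciferase; cells given compound 1 h before 700 uM copper sulfate induction, then incubated 20 h at ambient temperature.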
# uPA surface inh – cell surface uPA generation inhibition; cell surface uPA generation assay, qHTS; Potency, µM (top dose mostly 38.3 µM), for the others: top-dose activity change, negative = inhibition, usual class: inhibitors; 330,000 compounds, 0.31% hits; active = well fitted inhibition curve with a large enough effect; inconclusive = small, poorly fitted or top-dose-only effect; inactive = no such curve, though single readings can be large or run the other way; tested in mouse RAW 264.7 cells; also: % is scaled to controls: 0 for no effect and ±100 for the full control effect; nearly all actives have a fitted effect of over 55% in size
# Gal4-VP16 FLuc – counter-screen for ROR gamma inhibitors: Gal4-VP16 reporter; 310,000 compounds, 3.5% hits; Potency, µM (highest dose often 53.6 µM), without a hit: at the highest dose activity, negative = inhibition, actives largely listed as inhibitors; Drosophila S2 Gal4-VP16 UAS-luciferase, luminescence, 20 h; AID 2546;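 also: Gal4-VP16 expression switched on by copper sulfate through the metallothionein promoter; % is scaled to controls: 0 for no effect and ±100 for the full control effect; nearly all actives have a fitted effect of over 50% in size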
# Rab9 promoter act – Rab9 promoter activation; 320,000 compounds, 2.8% hits; Huh7 Rab9 promoter-luciferase reporter, luminescence, 24 h; Potency, µM (titrated, usually from 9.22 µM), for the others: top-dose activation, negative = inhibition, most hits filed as activators; also: % of control where 0% means no effect; nearly all actives have a fitted effect of over 60% in size
#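 Promoter activation is measured as luciferase luminescence in Huh7 cells stably transfected with a Rab9 promoter–luciferase construct, following 24 h compound exposure at 37 °C and 10 min reagent incubation at ambient temperature.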
# The depositor's hits bear a star; ? = inconclusive; · = no result given; [ ] = another dose, or the depositor's remark. Unless noted, calls follow the shape of the dose curve; as a rule, active = well fitted curve in the direction sought with a large enough effect; inconclusive = small, poorly fitted or top-dose-only effect, or another doubt; inactive = no such curve, though single readings can be large; an effect the other way counts as inactive or inconclusive. Potency is read from the fitted curve at half-maximal effect.
SMILES,BRCA1 expr up,MBNL1 CUG block,CXXC DNA block,FLuc modulator,NPC1 prom act,p53 reactivation,ELG1 genotox,RORgamma inh,uPA surface inh,Gal4-VP16 FLuc,Rab9 promoter act
CCCCNC(=O)c1c(C)cc(=O)oc1C,-9.0%,0.5%,5.0%,2.6%,-0.1%,?,0.7%,37.4%[0.365 µM],·,·,3.5%
CC(Cc1c[nH]c2ccccc12)NC(=O)OCCCl (configuration not stated),-8.8%,4.6%,4.5%,0.8%,5.1%,0.4%,8.6%,9.2%,-1.9%,-1.8%[10 µM],-6.1%
O=C(C1=C[C@@H](c2ccc3c(c2)OCO3)C[C@@H](OCCCCO)O1)N1CCOCC1,18.3%,15.5%,-28.6%,-5.7%,3.9%,-2.8%,9.7%,-43.2%,-1.6%,-5.1%,6.8%
COc1ccc(NC(=S)N2CCC(c3nc4ccc(Cl)cc4[nH]3)CC2)c(OC)c1,-0.4%,-10.2%,4.1%,-7.4%,-4.6%,-4.8%,-5.3%,38.4%,-8.6%,1.5%,-2.0%
CCn1c(C)nc2c(=O)oc3ccccc3c21,22.9%,-15.3%,6.5%,-4.4%,6.6%,11.9%,-2.0%,1.1%,-0.6%,-15.1%,12.8%
Cc1cc(C)n(-c2ccc(F)cc2CN2CCN(Cc3ccccc3)C(CCO)C2)n1 (configuration not stated),2.7%,-9.7%,1.0%,0.5%,-0.2%,0.7%,-2.1%,-17.1%,1.0%,-15.0%,-14.3%
CCOC(=O)c1ccc2ncc(-c3ccccc3)nc2c1,12.6µM*,?,9.2%,5.36µM*,3.16µM*,?,10.3µM*,?,-9.9%,-12.5%,3.55µM*
O=C(O)CCN(CCC(=O)O)c1nnc(SCc2ccccc2)s1,24.7%,-15.3%,-3.8%,-1.3%,7.5%,-0.9%,2.7%,-5.3%,4.4%,-8.2%,-1.9%
Cc1cc(C)nc(Nc2n[nH]c(COc3cccc4ccccc34)n2)n1,-71.6%,-7.4%,30.3%[activator],9.5%,-27.4%,2.0%,0.3%,-16.7%,-5.0%,-1.7%,-16.3%
Cc1ccc(C)c(OCCC(=O)OCC(=O)N2CCN(c3ccccc3)CC2)c1,-5.2%,2.8%,-6.1%,3.4%,0.4%,-10.9%,1.9%,22.2%,8.3%,3.3%,-0.1%
COc1ccc(-c2ccc(NS(=O)(=O)c3cc([N+](=O)[O-])c(C)c([N+](=O)[O-])c3)cc2)nn1,4.0%,?,5.9%,-4.8%,0.2%,0.9%,-0.1%[9.26 µM],12.5%,-7.3%,5.8%,3.2%
O=C(/C=C/c1cccc([N+](=O)[O-])c1)NCCSCc1cccc(Cl)c1,-12.7%,·,0.6%,2.9%,-3.2%,-5.1%,-2.8%,25.8%,3.1%,9.3%,1.5%
O=C(NCCc1ccc(C(F)(F)F)cc1)C1CCC(=O)N(CCCc2ccccc2)C1 (configuration not stated),-4.9%,-4.5%,-3.3%,3.3%,-0.6%,-3.7%,-0.6%,43.7%,-5.9%,-5.1%,-6.9%
Cc1cc(C)cc(NC(=S)NCc2ccncc2)c1,-18.0%,-8.5%,2.2%,-1.1%,-0.2%,-6.2%,-2.7%,?,-0.7%,-8.4%,-0.4%
CCC1CCCCN1S(=O)(=O)c1ccc(C(=O)N(CCCN(C)C)c2nc3cc4c(cc3s2)OCO4)cc1 (configuration not stated),-2.0%,-1.5%,10.6%,7.4%,1.3%,?,8.9%,?,-13.4%,?,15.9%
CC(=O)N1CCN(c2ccccc2NC(=O)c2ccc(Br)o2)CC1,-26.7%,-5.6%,-3.6%,?,10.5%,6.1%,1.5%,34.3%,-6.5%,6.5%,1.3%
Cc1cccc(OCCCn2c(CCNC(=O)C(C)C)nc3ccccc32)c1,-4.9%,?,1.7%,?,-1.3%,7.5%,-6.2%,-16.4%,-1.3%,0.0%,-0.9%
CCCC(=O)N(CCc1ccc(OC)cc1)Cc1nc2ccccc2c(=O)[nH]1,3.1%,-0.6%,5.7%,-0.5%,-0.1%,0.3%,-9.8%,10µM*,11.5%,?,0.8%
CC(CCc1ccccc1)NC(=O)COC(=O)c1cccc(N(C)C)c1 (configuration not stated),-3.8%,-3.8%,0.3%,-2.3%,5.1%,18.4%,1.7%,3.9%,4.0%,5.4%,-0.6%
C#CCN1C(=O)S/C(=C/C=C/c2ccc(N(C)C)cc2)C1=O,57.2%,·,40.7%[activator],2.69µM*,3.16µM*,?,9.2µM*,?,3.2%,?,2µM*
CC(C)CN1CN(Cc2ccccc2)CNC1=S,-14.5%,-11.3%,14.2%,3.2%,-3.5%,-0.2%,-0.6%,3.98µM*,6.3%,5.62µM*,-9.3%
S=C(Nc1cccc(Br)c1)c1ccccc1,58.6%,·,-1.6%,?,6.3%,?,-1.4%,2.8%,-6.5%,?,14.5%
CC1CCCCN1CC(=O)Nc1ccc2c(c1)OC(F)(F)O2 (configuration not stated),8.7%,·,7.0%,5.3%,-3.4%,2.5%,9.4%,0.1%,-1.2%,2.5%,-1.3%
O=C(c1ccc([N+](=O)[O-])cc1[N+](=O)[O-])n1cnc2ccccc21,-74.5%,?,8.1%,-3.5%,-1.8%,-0.8%,-2.8%,21.4%,-21.1%,5.0%,5.7%
Cc1ccc(OCC(=O)NNC(=O)c2ccc3c(=O)n4c(nc3c2)CCC4)cc1,-16.5%,·,·,2.6%,-1.2%,5.0%,7.8%,·,-5.3%,·,-1.4%
CC(=O)NS(=O)(=O)c1ccc(NC(=S)Nc2ccccc2)cc1,-2.9%,-0.8%,-5.2%,0.1%,-2.8%,0.6%,0.1%,-26.3%,1.3%,1.7%,6.8%
O=C1C(=O)c2ccccc2C(O)=C1CCCCl,-81.0%,·,-24.9%,-19.9%,-20.3%,-11.1%,-13.2%,?,11.2µM*,?,-42.8%[inhibitor]
O=C(Nc1ccccc1)c1ccc(S(=O)(=O)N2CCOCC2)cc1,24.1%,0.7%,?,-7.4%,1.8%,1.4%,5.8%,36.7%,0.6%,14.0%,0.9%
Cc1cccc(C(=O)N2CCCC(c3nc(-c4ccc(C)o4)no3)C2)c1 (configuration not stated),?,-2.2%,-0.7%,?,?,?,9.2%,?,1.3%,21.2%,3.98µM*
CCN(CC)S(=O)(=O)c1ccc(N2CCCCC2)c(NC(=O)/C=C/c2ccc(OC)c(OC)c2)c1,-8.8%,21.1%,8.6%,0.0%,-6.1%,4.5%,0.6%,25.0%,-2.2%,-8.4%,-4.7%
CCn1ncc(C2=NOC(C(=O)Nc3ccccc3C(=O)OC)C2)c1C (configuration not stated),-27.0%,-1.7%,4.0%,-0.9%,3.3%,-4.3%,1.2%,23.5%,·,-6.4%,4.1%
O=C(Cc1ccc([N+](=O)[O-])cc1)Nc1nccs1,-0.6%,16.0%,7.5%,-3.2%,6.3%,-2.4%,-0.8%,-0.3%,5.5%,-27.5%,0.1%
O=C(NC1=C(Nc2ccc(Cl)cc2)C(=O)c2ccccc2C1=O)c1ccccc1,-79.4%,?,-1.4%,-2.7%,-0.1%,?,-7.1%,14.1µM*,-8.9%,?,-3.7%
Cc1ccc(Cl)cc1NC(=O)COC(=O)CC1CC2CCC1C2 (configuration not stated),-3.5%,6.5%,3.6%,-0.9%,-1.1%,-0.3%,0.8%,6.6%,-0.8%,3.0%,-2.8%
CCOc1cc(/C=N/O)cc(Cl)c1OC,0.2%,-7.0%,-3.9%,-0.9%,9.3%,4.5%,-1.4%,13.0%,2.0%,2.1%,0.7%
O=C1CC(N(Cc2cccs2)C(=O)Nc2ccccc2)C(=O)N1c1ccc(Cl)cc1 (configuration not stated),-46.9%,?,12.7%,-18.8%,1.2%,-10.5%,0.0%,28.9%,2.1%,-3.6%,0.1%
Cc1ccc(-n2[nH]c(C)c(/C=N/NC(=O)c3cccc([N+](=O)[O-])c3)c2=O)cc1C,·,17.7%,21.2%,0.426µM*,-6.2%,?,?,1.12µM*,·,0.891µM*,-15.8%
O=C1CCN(CCc2ccccc2)CCN1[C@H](CSc1ccc(Br)cc1)Cc1ccccc1,-47.8%,-2.2%,6.6%,-0.2%,6.0%,0.7%,-13.5%,38.4%,-24.2%,-0.7%,-4.7%
C/C(=N\NC(=O)CSCc1ccc([N+](=O)[O-])cc1)c1ccccc1O,-86.6%[inhibitor],9.4%,-7.9%,-2.1%,0.4%,-8.4%,-6.5%,0.316µM*,-14.9%,2µM*,-5.2%
COc1ccccc1NC(=O)CSC1=NC(=O)C(NC(C)=O)C(=O)N1 (configuration not stated),-37.1%,-7.0%,4.5%,0.4%,-0.2%,2.2%,2.3%,-12.4%,-7.3%,11.4%,0.7%

# This is a subset; count on the stated rates, not on these rows.
